# Screening data: PubChem BioAssay, National Center for Advancing Translational Sciences (NCATS)
# Luc counter: blocks Kinase-Glo luciferase, a counter-screen artifact | Kinase-Glo luciferase, ATP luminescence, 8 min | Potency, µM (titrated, usually from 38.3 µM), without a hit: at the highest dose activity change, negative = inhibition, usual class: inhibitors | 200,000 tested, 0.28% active | Q27757; also: potency is read from the fitted curve at half-maximal effect; % is scaled to controls: 0 for no effect and ±100 for the full control effect; nearly all actives have a fitted effect of over 60% in size
#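 Compounds were added to a substrate mix at pH 7.2 (50 mM imidazole, 10 uM ATP, within the enzyme's linear range), followed by Kinase-Glo detection reagent; luminescence was measured after 8 minutes at ambient temperature.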
# IMPase Li inh: membrane-permeable IMPase blocker, potentiated with lithium; 210,000 tested, 0.35% active; Potency, µM (highest dose often 59.4 µM), for the others: top-dose activity, negative = IMPase inhibition, usual class: inhibitors; CHO-M1 cells, IP1 TR-FRET (IP-One), carbachol + lithium; AID 1457;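 also: IP1 builds up when IMPase is blocked and the TR-FRET signal falls; potency is read from the fitted curve at half-maximal effect; plate controls were basal vehicle for no effect and high inhibitor control for full effect; nearly all actives have a fitted effect of over 50% in size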
#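 IP1 accumulation measured by competitive TR-FRET in lysed CHO-M1 cells after 30 min compound exposure at 37C, with a small lithium addition to potentiate weak responses. Hill-equation AC50 from ratio and donor-channel data.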
# SMN2 splice enh: increases expression of the SMN2 splice variant; HEK293 SMN2-luciferase splicing reporter, luminescence, 30-36 h; Potency, µM (top dose mostly 46.1 µM), without a hit: top-dose activity change, positive = activation, actives largely listed as activators; 210,000 tested, 2.8% active; AID 1458; also: potency is read from the fitted curve at half-maximal effect; % of control where 0% means no effect; nearly all actives have a fitted effect of over 55% in size
#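 HEK293 cells carry an SMN2 […]–luciferase reporter in which exon 7 inclusion puts luciferase in frame. Cells were plated 10-12 h before compound addition, then incubated 30-36 h at 37C. ONE-Glo luminescence was read; sodium butyrate at 4.5 mM final served as control.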
# HTT aggregate: inhibitors of mutant huntingtin aggregate formation in PC12 cells | PC12 HttQ103-GFP aggregates, Acumen cytometry, 40 h | Potency, µM (series often up to 46.1 µM), for the others: at the highest dose activity change, negative = inhibition, actives largely listed as inhibitors | 220,000 tested, 1.1% active; also: potency is read from the fitted curve at half-maximal effect; % is scaled to controls: 0 for no effect and ±100 for the full control effect; nearly all actives have a fitted effect of over 60% in size
#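 Using laser scanning cytometry, GFP-positive aggregates were counted after lysis of PC12 cells induced with 100 nM tebufenozide to express HTT exon 1 Q103–GFP. Compounds were tested in titration.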
# HTT ATP protect: cytoprotection in Huntington HTT-Q103 PC12 cell model; PC12 HTT-Q103 induced, cytoprotection, ATP luminescence, 40 h; Potency, µM (top dose mostly 56.4 µM), without a hit: cytoprotection (ATP increase), most hits filed as activators; 230,000 tested, 0.14% active;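 also: potency is read from the fitted curve at half-maximal effect; % of control where 0% means no effect; nearly all actives have a fitted effect of over 45% in size; toxic huntingtin expression switched on by the ecdysone agonist tebufenozide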
#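 PC12 cells stably carrying ecdysone-inducible Htt exon 1 (Q103)–GFP were induced with 100 nM tebufenozide (final) alongside library compounds in a dose series. Cytoprotection was scored as retained ATP by ATPlite luminescence.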
# LMNA splice mod: changes lamin A minigene splicing in HeLa cells; HeLa LMNA splicing GFP/RFP minigene ratio, 48 h; Potency, µM (top dose mostly 46.1 µM), inactives show at the top dose ratio change, negative = inhibition, most hits filed as inhibitors; 200,000 tested, 0.01% active; AID 1487; active = well fitted inhibition curve with a large enough effect in the signal ratio, with a control signal flat, not every such curve was filed as active; inconclusive = small, poorly fitted or top-dose-only effect, or effect the other way, or a change in a side signal; the % refers to the signal ratio; also: potency is read from the fitted curve at half-maximal effect; % is scaled to controls: 0 for no effect and ±100 for the full control effect
#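 S3 HeLa cells stably expressing lamin A-EGFP splicing minigene plus DsRed2, 600 cells/well, 48 h compound exposure at 37C. Laser-scanning cytometry; analysed as GFP (500-530 nm)/RFP (575-640 nm) total intensity ratio; 0.5% DMSO vehicle.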
# CBFb-RUNX1 inh: CBF-beta/RUNX1 interaction disruption; 230,000 tested, under 10 active; AlphaScreen CBFb-His/RUNX1-biotin binding, biochemical; Potency, µM (titrated, usually from 59.8 µM), inactives show top-dose activity, negative = inhibition, hits mostly inhibitors; AID 1477; Q01196+Q13951; also: % of control where 0% means no effect
# Target sequence (Q01196 whole entry, looked up): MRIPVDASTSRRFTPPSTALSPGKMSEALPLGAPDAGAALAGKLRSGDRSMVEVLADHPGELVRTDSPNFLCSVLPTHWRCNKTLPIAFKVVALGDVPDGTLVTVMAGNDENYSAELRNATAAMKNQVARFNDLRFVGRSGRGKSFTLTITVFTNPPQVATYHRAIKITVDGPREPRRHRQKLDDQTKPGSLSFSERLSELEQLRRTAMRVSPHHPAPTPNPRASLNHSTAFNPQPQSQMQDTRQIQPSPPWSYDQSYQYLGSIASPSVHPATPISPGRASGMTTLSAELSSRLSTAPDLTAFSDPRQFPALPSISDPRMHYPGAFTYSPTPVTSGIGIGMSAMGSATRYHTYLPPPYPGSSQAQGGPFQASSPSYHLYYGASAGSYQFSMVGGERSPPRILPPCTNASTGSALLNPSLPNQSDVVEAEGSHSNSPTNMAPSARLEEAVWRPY
# Target sequence (Q13951 whole entry, looked up): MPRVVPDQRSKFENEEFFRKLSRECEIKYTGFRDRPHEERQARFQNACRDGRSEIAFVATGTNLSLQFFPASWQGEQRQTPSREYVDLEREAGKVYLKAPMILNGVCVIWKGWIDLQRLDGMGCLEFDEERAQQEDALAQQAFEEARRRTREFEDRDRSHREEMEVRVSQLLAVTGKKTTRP
#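 Interaction loss through any mechanism counts as activity. Pre-formed complex of His-CBF-beta and biotin-RUNX1 (30 nM apiece) is incubated with compound 15 min, then with 50 ng nickel and 50 ng streptavidin beads for 90 min before AlphaScreen detection.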
# An asterisk follows results filed as active; ? = inconclusive; / = no result given; & = joins results of further samples; [ ] = dose if it differs, or a comment. Unless noted, calls follow the shape of the dose curve; as a rule, active = well fitted curve in the direction sought with a large enough effect; inconclusive = small, poorly fitted or top-dose-only effect, or another doubt; inactive = no such curve, though single readings can be large; an effect the other way counts as inactive or inconclusive.
# Below each SMILES: LMNA splice mod | Luc counter | HTT ATP protect | SMN2 splice enh | HTT aggregate | CBFb-RUNX1 inh | IMPase Li inh
CC(C)(C)NCCCCOc1ccc(F)cc1
→ 2% | 3% | -2% | 5% | -3% | 0% | 4%[38.3 µM]
Cc1ccc(-c2csc(CC(N)=O)n2)cc1
→ 4%[9.22 µM] | -7% | -14% | 9% | 0% | 3% | -2%
CCCCc1nc2n[nH]c(N)c2c2c1CCCC2
→ ? | 0% | 5% | -25% | -11% | -3% | 1%[38.3 µM]
CCOC(=O)c1sc2nc(CC(=O)OC)nc(NCc3ccc(F)cc3)c2c1C
→ 12% | 2% | -16% | -57%[inhibitor] | 2% | 9% | 5%[38.3 µM]
CCOc1ccc(-c2nc(S(=O)(=O)c3ccccc3)c(N3CCOCC3)o2)cc1
→ ? | 2% | -26% | -12% | 18% | 4% | 2%
C=CCn1c(SCC)nc(O)cc1=O
→ 1% | 18% | -7% | 10% | 32% | 6% | 26%[38.3 µM]
O=C(O)/C(Cc1cn[nH]n1)=N\O
→ / | -4%[7.66 µM] | -3%[10 µM] | -12%[9.22 µM] | / | / | -8%
Cc1c(-n2c(SCC(=O)NC(C)C(C)C)nc3ccccc3c2=O)c(=O)n(-c2ccccc2)n1C (centres undefined)
→ / | -1% | -21% | 14% | 6% | 11% | -16%
COc1cc(Cl)ccc1NC(=O)COc1ccccc1C(=O)NN
→ -4%[46 µM] | 4% | -28% | 7% | -1% | 5% | 4%
CC(=O)Nc1ccccc1C(=O)N1CCc2ccccc21
→ -2% | 0% | 29%[10 µM] | 1% | -2% | 3% | -12%[38.3 µM]
CN(C)C1C(=O)C(C(N)=O)=C(O)[C@@]2(O)C(=O)C3=C(O)c4c(O)ccc(Cl)c4[C@@H](O)C3C[C@@H]12 (some centres undefined)
→ -18% | -3% | / | -16% | / | 1% | 10µM*
COCCNC(=O)COC(=O)CSCc1nc2ccccc2s1
→ ? | 13% | -25%[0.074 µM] | 0% | 3% | 1% | -12%[38.3 µM]
COc1ccccc1OCCCCCc1c(C)n[nH]c1C
→ 8% | -7% | 5% | -52%[inhibitor] | 5% | 4% | 27%[38.3 µM]
CC(=O)N1CCc2cc(S(=O)(=O)NC(Cc3ccccc3)C(=O)NC3CCCCCC3)ccc21 (centres undefined)
→ 6% | 6% | 2% | 2% | 8%[1.84 µM] | -5% | 19%[38.3 µM]
Nc1nonc1-n1nnc(C(=O)N/N=C/c2ccccc2)c1CSc1ccc(Cl)cc1
→ 7% | 0% | 2%[10 µM] | -3% | 2% | 2% | 15%
C/C=C/C(=O)Nc1cccc(C2=NOC3(C2)C[C@@H](C(N)=O)N(C(=O)c2cc([N+](=O)[O-])cc([N+](=O)[O-])c2)C3)c1 (some centres undefined)
→ / | / | 1%[10 µM] | / | 24%[9.22 µM] | -1% | /
CN(C)Cc1nc2ccccc2c(=O)n1Cc1nc(-c2cc3ccccc3o2)cs1
→ ? | -4% | 15% | 2% | -22% | -3% | 0%[38.3 µM]
CC(C)c1ccccc1NC(=O)COC(=O)Cc1cccc(C(F)(F)F)c1
→ -10% | 1% | -7%[10 µM] | 3% | -7% | 12% | 0%
Cc1cc(NC(=O)c2c(Br)c(C)nn2C)no1
→ -6% | -6% | / | -4% | -27% | 5% | -2%
O=S(=O)(NCC1CCCO1)c1ccc(Cl)nc1 (centres undefined)
→ / | / | -2%[10 µM] | / | -16%[9.22 µM] | 7% | /

# 2 entries from above, tab-delimited:
SMILES	LMNA splice mod	Luc counter	HTT ATP protect	SMN2 splice enh	HTT aggregate	CBFb-RUNX1 inh	IMPase Li inh
CC(C)c1ccccc1NC(=O)COC(=O)Cc1cccc(C(F)(F)F)c1	-10%	1%	-7%[10 µM]	3%	-7%	12%	0%
Cc1cc(NC(=O)c2c(Br)c(C)nn2C)no1	-6%	-6%	/	-4%	-27%	5%	-2%

# A second format for some results above.
smiles	LMNA splice mod	Luc counter	HTT ATP protect	SMN2 splice enh	HTT aggregate	CBFb-RUNX1 inh	IMPase Li inh
O=C(O)/C(Cc1cn[nH]n1)=N\O	/	-4%[7.66 µM]	-3%[10 µM]	-12%[9.22 µM]	/	/	-8%
Cc1c(-n2c(SCC(=O)NC(C)C(C)C)nc3ccccc3c2=O)c(=O)n(-c2ccccc2)n1C (centres undefined)	/	-1%	-21%	14%	6%	11%	-16%
COc1cc(Cl)ccc1NC(=O)COc1ccccc1C(=O)NN	-4%[46 µM]	4%	-28%	7%	-1%	5%	4%
CC(=O)Nc1ccccc1C(=O)N1CCc2ccccc21	-2%	0%	29%[10 µM]	1%	-2%	3%	-12%[38.3 µM]
CN(C)C1C(=O)C(C(N)=O)=C(O)[C@@]2(O)C(=O)C3=C(O)c4c(O)ccc(Cl)c4[C@@H](O)C3C[C@@H]12 (some centres undefined)	-18%	-3%	/	-16%	/	1%	10µM*
COCCNC(=O)COC(=O)CSCc1nc2ccccc2s1	?	13%	-25%[0.074 µM]	0%	3%	1%	-12%[38.3 µM]
COc1ccccc1OCCCCCc1c(C)n[nH]c1C	8%	-7%	5%	-52%[inhibitor]	5%	4%	27%[38.3 µM]
CC(=O)N1CCc2cc(S(=O)(=O)NC(Cc3ccccc3)C(=O)NC3CCCCCC3)ccc21 (centres undefined)	6%	6%	2%	2%	8%[1.84 µM]	-5%	19%[38.3 µM]
Nc1nonc1-n1nnc(C(=O)N/N=C/c2ccccc2)c1CSc1ccc(Cl)cc1	7%	0%	2%[10 µM]	-3%	2%	2%	15%
C/C=C/C(=O)Nc1cccc(C2=NOC3(C2)C[C@@H](C(N)=O)N(C(=O)c2cc([N+](=O)[O-])cc([N+](=O)[O-])c2)C3)c1 (some centres undefined)	/	/	1%[10 µM]	/	24%[9.22 µM]	-1%	/
CN(C)Cc1nc2ccccc2c(=O)n1Cc1nc(-c2cc3ccccc3o2)cs1	?	-4%	15%	2%	-22%	-3%	0%[38.3 µM]
CC(C)c1ccccc1NC(=O)COC(=O)Cc1cccc(C(F)(F)F)c1	-10%	1%	-7%[10 µM]	3%	-7%	12%	0%
Cc1cc(NC(=O)c2c(Br)c(C)nn2C)no1	-6%	-6%	/	-4%	-27%	5%	-2%
O=S(=O)(NCC1CCCO1)c1ccc(Cl)nc1 (centres undefined)	/	/	-2%[10 µM]	/	-16%[9.22 µM]	7%	/

# Carrying on:
# Below each SMILES: LMNA splice mod | Luc counter | HTT ATP protect | SMN2 splice enh | HTT aggregate | CBFb-RUNX1 inh | IMPase Li inh
CCOC(=O)N1CCN(CC(=O)Nc2ccc(F)cc2F)CC1
→ / | 5% | 9%[10 µM] | -16% | 13% | 21% | -7%
COc1ccc(C)cc1Nc1n[n+](C)c(-c2ccc(C(=O)O)cc2)s1
→ / | / | 8%[10 µM] | / | -22%[9.22 µM] | 3% | /
N#CC1=C(N)Oc2c(oc(CO)cc2=O)C1c1ccccc1[N+](=O)[O-] (centres undefined)
→ / | / | -3%[10 µM] | / | -7%[9.22 µM] | 7% | /
COc1ccc(/C=C/CN2CCN(CCc3ccccc3)C(CCO)C2)cc1 (centres undefined)
→ 14%[46 µM] | -1% | 2%[10 µM] | / | 15%[9.22 µM] | -6% | 24%
COc1cc2c(cc1OC)-c1cc3ccc(OC)c(OC)c3c[n+]1CC2
→ ? | -1% | ? | -17% | / | -1% | 29%&12%
NC(=O)COC(=O)c1ccccc1SCC(=O)NC1CCCCCC1
→ -1%[9.22 µM] | 3% | -31% | -2% | 7% | -16% | -3%
COC(=O)c1ccc(COC(=O)c2[nH]c(C)c(C(C)=O)c2C)o1
→ ? | 0% | 5%[10 µM] | -82%[inhibitor] | 28% | 2% | -10%[38.3 µM]
COc1cccc(-c2noc(C3CCCN(C(=O)Cc4ccccc4)C3)n2)c1 (centres undefined)
→ -12% | 0% | 1% | 5% | -7% | 4% | 21%[38.3 µM]
